Source: PubChem
Lipid storage S3: qHTS Assay for Lipid Storage Modulators in Drosophila S3 Cells; Drosophila S3 cells, BODIPY lipid droplet fluorescence, 18-24 h; cells fed with added oleic acid; 320,000 tested, 0.64% active; lipid storage change, negative = inhibition, % at the top dose, mostly 46.1 µM; hits show Potency in µM; AID 2685, 2010; active means well fitted inhibition curve with a large enough effect in the signal ratio, with a control signal flat, not every such curve was filed as active; inconclusive means small, poorly fitted or top-dose-only effect, or effect the other way, or a change in a side signal; the % refers to the signal ratio
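Drosophila S3 cells got compounds at several concentrations plus oleic acid (400 uM solution). Laser-scanning cytometry with 488 nm excitation read lipid droplets at 500-530 nm and cells at 575-640 nm. Percent activity was relative to 20 uM Triacsin C.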
Lipid storage S3 cell count max: further read-out of Lipid storage S3, marked with its call; cell number change, %; measured here: cell count max response;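 cells counted by Cell Tracker Red CMTPX staining in the red channel; peak over a dose series mostly up to 46.1 µM; percent activity relative to internal control wells on each plate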
Starred values were filed as active, the others as inactive; i = inactive; ? = inconclusive; / = not tested or not shown; [ ] = dose if it differs, or a comment. On the % scale 0 is the no-effect control and ±100 the full control effect; potency means the concentration at half of the fitted maximal effect. The list is partial, so the mix of outcomes need not match the whole.

The line under a structure holds: Lipid storage S3	Lipid storage S3 cell count max
O=C(c1ccc(Cn2c(=S)[nH]c3ccc(N4CCOCC4)cc3c2=O)cc1)N1CCC(N2CCCCC2)CC1
  ?	/
CCn1c(=NC(=O)c2ccc(S(=O)(=O)N(C)C)cc2)sc2cccc(OC)c21
  ?	/
O=C(Nc1ccc(NC(=O)c2ccco2)c(Cl)c1)c1ccccc1
  21%	-5
CN(CC(=O)N1CCN(Cc2ccccc2)CC1)S(=O)(=O)c1cccc2nsnc12
  -8%	-17
CCCC(=O)NC(c1ccc(Cl)cc1)c1ccc2cccnc2c1O (stereo unspecified)
  ?	/
Cc1ccccc1-c1nc2c(s1)CCc1onc(-c3cccc([N+](=O)[O-])c3)c1-2
  ?	/
CC(=O)c1ccc(OCC(O)CN2CCN(Cc3ccccc3)CC2)cc1 (stereo unspecified)
  ?	/
O=S(=O)(c1ccc(NC(=S)Nc2ccc3c(c2)OCO3)cc1)N1CCOCC1
  -17%	4
O=[N+]([O-])c1ccc(-c2csc(N/N=C/c3cccnc3)n2)cc1
  ?	/
C/C(=N/NC(=O)CNC(=O)c1cccnc1)c1ccco1
  3%	9
O=C(NC(C(=O)c1ccccc1)N1CCOCC1)c1cccs1 (stereo unspecified)
  i	/
CCOC(=O)/C=C1\SCC(=O)N1CC(=O)NCCc1ccc(F)cc1
  -1%	19
CC1CCN(CCCNC(=O)C2CCCN(c3ncnc4c3nc3n4CCCCC3)C2)CC1 (stereo unspecified)
  ?	/
CCN(CC(=O)Nc1ccccc1C(F)(F)F)C(=O)CCc1nc2sc3c(c2c(=O)[nH]1)CCCC3
  ?	/
COc1ccc(NC(=O)c2nc(C)n(-c3ccc([N+](=O)[O-])cc3)n2)cc1
  ?	/
Cc1ccc(-n2ncc(C(=O)NC3CC3)c2C2CCN(C(=O)OC(C)(C)C)CC2)cc1
  -3%	-12
O=C(NCc1ccco1)c1cc(-c2ccc(F)cc2)on1
  i	-19
COc1cc2[nH]c(=O)n(CCC(=O)NCc3cccnc3)c(=O)c2cc1OC
  i	-11
CC(C)OCCCNC(=O)C1CC(=O)N(C2CCCCCCC2)C1 (stereo unspecified)
  -7%	-15
CCc1cccc(C)c1NC(=O)C1CCN(C(=O)c2ccc([N+](=O)[O-])cc2)CC1
  6%	6
COc1cccc(CNC(=O)C2CCN(S(=O)(=O)N3CCCCC3)CC2)c1
  ?	/
Cc1cccn2c(=O)c3cc(C(=O)N4CCOCC4)n(C)c3nc12
  ?	/
O=C1NC(=O)/C(=C/c2ccc(OS(=O)(=O)c3ccc(F)cc3F)cc2)N1
  0%	-2
CC(C)Oc1ccc(C(=O)Nc2ccc(S(=O)(=O)N3CCN(C)CC3)cc2)cc1
  ?	/
CCCOC(=O)c1ccc2c(c1)C(=O)N(c1ccccc1)C2=O
  ?	/
CCCc1cc(N2CCCC(C(=O)NCC)C2)n2ncnc2n1 (stereo unspecified)
  -1%	7
O=C(CSc1nnc(CNC(=O)c2ccccc2F)o1)Nc1ccc2c(c1)OCCO2
  ?	/
CN(C(=O)COc1cccc(C#N)c1)C1CCS(=O)(=O)C1 (stereo unspecified)
  17%	0
CC(=O)Nc1ccc(S(=O)(=O)Nc2ccc3c(c2)CCC3)cc1
  ?	/
Cc1cccc(-n2c(SCC(=O)N3CCCC3)nnc2-c2ccccn2)c1C
  20%	24

Next part (six carried over from the part before).
The line under a structure holds: Lipid storage S3	Lipid storage S3 cell count max
CCCOC(=O)c1ccc2c(c1)C(=O)N(c1ccccc1)C2=O
  ?	/
CCCc1cc(N2CCCC(C(=O)NCC)C2)n2ncnc2n1 (stereo unspecified)
  -1%	7
O=C(CSc1nnc(CNC(=O)c2ccccc2F)o1)Nc1ccc2c(c1)OCCO2
  ?	/
CN(C(=O)COc1cccc(C#N)c1)C1CCS(=O)(=O)C1 (stereo unspecified)
  17%	0
CC(=O)Nc1ccc(S(=O)(=O)Nc2ccc3c(c2)CCC3)cc1
  ?	/
Cc1cccc(-n2c(SCC(=O)N3CCCC3)nnc2-c2ccccn2)c1C
  20%	24
COC(=O)c1ccc(Cn2c(CN3CCOCC3)nc3ccccc3c2=O)o1
  ?	/
COc1ccccc1-n1cc(-c2ccc([N+](=O)[O-])cc2)[nH]c1=S
  4%	0
CCn1cc(C(=O)N2CC(C)CC(C)C2)c(=O)c2cc(S(=O)(=O)N(C)C)ccc21 (stereo unspecified)
  6%	-5
CC1(C)Cc2c(sc3ncn(N)c(=N)c23)CO1
  ?	/
COc1ccc(OCc2cc(C(=O)NCC(C)(C)N3CCOCC3)no2)c(Cl)c1
  ?	/
COCCN(C(=O)c1ccccc1F)c1c(N)n(Cc2ccccc2)c(=O)[nH]c1=O
  6%	25
CCOc1ccc(Nc2nc(Cc3nnc(SCC(=O)NCc4ccco4)n3CC)cs2)cc1
  i	-19
CCOc1ccc(N2C(=O)CN(CC(=O)OC)C2=S)cc1
  11%	3
CN1CCC(Oc2ccccc2Sc2ccc(C(F)(F)F)cc2)CC1
  -13%	-9
O=C(Nc1c2n(c(=S)n(-c3ccccc3)c1=O)CCCCC2)c1ccccc1
  ?	/
Cc1ccc(S(=O)(=O)/N=C(/NC(=S)Nc2cccc(C)c2)c2ccccc2)cc1
  ?	/
CSc1ccc(CN2CCC(Oc3cccc(C(=O)N4CCCC4)c3)CC2)cc1
  24%	-6
O=C(CCCCC(=O)NCCCc1ccccc1)NCCCc1ccccc1
  21µM*	-16*
CN1CCN(C(=O)/C=C/c2cccc(Cl)c2)CC1
  ?	/
CC(NC(=O)OC(C)(C)C)C(=O)Oc1ccc2ccc(=O)oc2c1 (stereo unspecified)
  ?	/
C/C(=N/NC(=O)c1sc(NS(=O)(=O)c2ccccc2)nc1C)c1ccccc1
  8%	-1
CC(C)CC1(C)NC(=O)N(CC(=O)Nc2ccc3c(c2)CCC3)C1=O (stereo unspecified)
  ?	/
CCCOc1ccc(C(CC(=O)O)NC(=O)c2sc3ccccc3c2Cl)cc1 (stereo unspecified)
  ?	/
COc1ccc(-c2noc(Cc3ccc(Cl)cc3)n2)cc1OC
  ?	/
Cc1ccc(NC(=O)CCOc2ccccc2)c(C)c1
  ?	/
CCOc1ccc(CN(C)C(=O)c2cccnc2SC)cc1OC
  ?	/
CN(C)S(=O)(=O)c1ccc(S(=O)(=O)N(Cc2ccco2)Cc2ccccc2Cl)cc1
  ?	/
O=C(N/N=C/c1ccco1)C1CC1
  6%	/
CC(=O)c1c(O)c2ccccc2n(C)c1=O
  11%	12
O=C(c1cccc(F)c1)N1CCN(c2cccc(Cl)c2)CC1
  i	/
Cc1[nH]nc(SCC(=O)Nc2ccc(C#N)cc2)c1[N+](=O)[O-]
  12%	-1
Cc1ccc(S(=O)(=O)N(C)Cc2cc3cc(C)ccc3[nH]c2=O)cc1
  ?	/
CC(=O)c1ccc(S(=O)(=O)Nc2cc3c(cc2C(C)=O)OCO3)cc1
  ?	/
COc1cccc(C(O)c2nc3ccccc3n2C(C)C)c1OC (stereo unspecified)
  i	21
Cc1cc(=O)oc2cc(NC(=O)c3cccc(Br)c3)ccc12
  ?	/

The line under a structure holds: Lipid storage S3	Lipid storage S3 cell count max
CCOc1ccc(NC(=O)c2ccccc2C(=O)c2ccccc2)cc1OCC
  -5%	1
CC(=O)c1ccc(NC(=O)Nc2ccncc2)cc1
  0%	8
O=C(NN1C(=O)C2C3C=CC(C4CC34)C2C1=O)c1ccc(Br)cc1 (stereo unspecified)
  ?	/
COc1ccc(CN(C)C(=O)c2ccncc2)c(OC)c1
  4%	/
CCOC(=O)c1cccc(NC(=O)C(NS(=O)(=O)c2ccc3c(c2)CCN3C(C)=O)C(C)C)c1 (stereo unspecified)
  i	9
CN(C)C(CNC(=O)c1ccccc1C(F)(F)F)c1ccco1 (stereo unspecified)
  ?	/
CCOc1ccc(/C(O)=C2/C(=O)C(=O)N(CCCN3CCOCC3)C2c2ccc(F)cc2)cc1C (stereo unspecified)
  ?	/
N#C/C(=C(/O)COc1ccccc1)c1nnc2n1CCCCC2
  ?	/
O=C(CCN1C(=O)COc2ccccc21)NCc1cccnc1
  9%	10
Nc1ccc(C(=O)N2CCN(S(=O)(=O)c3ccc4c(c3)OCCO4)CC2)cc1[N+](=O)[O-]
  ?	/
Brc1ccccc1/C=N/Nc1ccccn1
  ?	/
COc1cc2[nH]c(=O)c(C(=O)NCc3ccc(F)cc3)c(O)c2cc1OC
  -18%	/
O=C(Nc1ccc(Cl)cc1C(=O)NCCN1CCOCC1)c1ccco1
  ?	/
O=C1CC(c2ccco2)c2ccc3ccccc3c2N1 (stereo unspecified)
  ?	/
COc1ccc(C(=O)Nn2c(SCC(=O)NCc3ccccc3)nc3ccccc3c2=O)cc1
  7%	8
Cn1ncc2c(Nc3ccc(Br)cc3)nc(Nc3ccc(Br)cc3)nc21
  ?	/
CCN(CC)CCNC(=O)c1cc2c(=O)n(C)c3ccccc3c2s1
  -10%	10
CCOCCCNC(=O)c1cc(Sc2ccc(C)cc2)nc2ccccc12
  ?	/
S=C(NCc1ccccc1)Nc1ccncc1
  ?	/
CC(=O)N/C(=C\c1ccc(F)cc1)C(=O)OC(C)C
  1%	-4
CCCc1ccc(OCC(O)CN2CCN(C(=O)OCC)CC2)cc1 (stereo unspecified)
  i	/
CCOC(=O)CN1N=C(/C=C/c2ccc(C(C)C)cc2)CCC1=O
  16%	-5
O=C(Nc1ccc(S(=O)(=O)N2CCCC2)cc1)c1cncc(Br)c1
  ?	/
CC(C)(C)NC(=O)[C@@H]1C[C@@H]2CCCC[C@@H]2CN1C[C@@H](O)[C@H](Cc1ccccc1)NC(=O)[C@H](CC(N)=O)NC(=O)c1ccc2ccccc2n1
  -12%	11
CCOC(=O)NC(NC(=S)Nc1ccc(OCC)cc1)C(Cl)(Cl)Cl (stereo unspecified)
  ?	/
c1ccc(-c2noc(C34CC5CC(CC(C5)C3)C4)n2)nc1
  ?	/
O=C1CC2(CCCC2)C(=O)N1c1ccc(S(=O)(=O)NCC2CC2)cc1Cl
  25%	/
Cc1cccc2c(=O)oc(-c3ccccc3Cl)nc12
  ?	/
Cc1ccc(C)c(N(CC(N)=O)S(C)(=O)=O)c1
  ?	/
CCC(C)OC1OC(CO)C(O)C(O)C1NC(C)=O (stereo unspecified)
  4%	2

Profiles, looked up by structure:
Profile of `CCC(C)OC1OC(CO)C(O)C(O)C1NC(C)=O` (stereo unspecified) = Lipid storage S3: 4%; Lipid storage S3 cell count max: 2
Profile of `CCOCCCNC(=O)c1cc(Sc2ccc(C)cc2)nc2ccccc12` = Lipid storage S3: ?; Lipid storage S3 cell count max: /

The list continues.
The line under a structure holds: Lipid storage S3	Lipid storage S3 cell count max
O=C(COC(=O)c1ccc(NS(=O)(=O)c2cccs2)cc1O)NCc1ccccc1
  13%	/
COc1ccc(S(=O)(=O)N2CCN(Cc3cccc(OC)c3OC)CC2)cc1
  ?	/
CC1(C)CC(=O)c2cnc(NCC3CCCO3)nc2C1 (stereo unspecified)
  15%	-13
O=C(NC1CCCCC1)C(c1cccnc1)N(C(=O)c1csnn1)c1ccc(F)cc1 (stereo unspecified)
  -3%	13
N#C/C(=C/c1ccncc1)c1nc2ccccc2s1
  ?	/
O=c1[nH]c2ccc(S(=O)(=O)Nc3ccccc3O)cc2[nH]1
  13%	12
CC1CCC/C(=N\NC(=O)COc2ccc(Cl)cc2Cl)C1 (stereo unspecified)
  ?	/
COc1ccc(Cl)cc1NS(=O)(=O)c1cc(Cl)ccc1OC
  ?	/
CCOC(=O)c1sc(Nc2nc3c(OC)cccc3s2)cc1C
  ?	/
COc1ccc(NC(=O)c2ccc3ccccc3c2)cc1
  ?	/
O=C(OCCc1ccccc1)c1cc(O)c(O)c(O)c1
  ?	/
O=C(NCCc1ccccc1)C1CCN(S(=O)(=O)c2ccc(-n3cnnn3)cc2)CC1
  -4%	-3
N=C1c2c(cc(=O)n3c2[nH]c2ccccc23)CN1CCN1CCOCC1
  3%	10
Cc1ccc(-c2nnc(N3CCN(CCO)CC3)c3ccccc23)cc1
  ?	/
CCCN1CCC(NC(=O)Cc2cccc(C)c2)CC1
  0%	8
O=C(NC1CCCCC1)C1CCCN(c2nnnn2-c2ccccc2)C1 (stereo unspecified)
  ?	/
CCOc1ccc(C(=O)N/N=C/c2cc([N+](=O)[O-])cs2)cc1
  -5%	-5
Cc1nc(N2CCOCC2)c(C#N)c(C)c1Br
  ?	/
C/C(=N\Nc1ncc(Cl)cc1Cl)c1ccc2c(c1)OCO2
  9%[9.22 µM]	/
CN(C)S(=O)(=O)c1ccc(N2CCOCC2)c(C(=O)O)c1
  ?	/
NC(=O)C1CCN(CCC(=O)Nc2ccc(F)c(F)c2)CC1
  ?	/
O=C(OCC(=O)c1ccccc1Cl)c1cnccn1
  -9%	-2
COCCOC(=O)c1c(C)oc2ccc(OC(=O)COc3c(F)c(F)c(F)c(F)c3F)cc12
  18%	-4
Cc1cc(CNC(=O)CC2C(=O)NCCN2Cc2ccccc2)nn1C (stereo unspecified)
  ?	/
Cc1ccc2cc(CN(Cc3ccco3)C(=O)c3cccs3)c(=O)[nH]c2c1
  i	/
O=C(CSCc1nc2ccccc2[nH]1)Nc1ccc(Oc2ccccc2)cc1
  ?	/
COC(=O)c1c(C(=O)OC)c(-c2ccccc2)n2c1CCC2
  ?	/
CCn1c(SCC(=O)N/N=C\c2ccccc2OCC(=O)O)nnc1-c1ccc(Cl)cc1
  -12%	25
COc1cccc(OCc2nnc(-c3cccs3)o2)c1
  7%	-7
O=C(Nc1sc2c(c1C(=O)O)CCC2)c1ccccc1F
  28%	-9
